Screening data (PubChem BioAssay)
PGK inhibitor: blocks T. brucei phosphoglycerate kinase. P07378. PGK/GAPDH coupled, Kinase-Glo luminescence, 60 min. Potency, µM (titrated, usually from 57.5 µM), without a hit: top-dose activity change, negative = inhibition, most hits filed as inhibitors. 0.043% of 380,000 active. AID 602233; note: potency is the fitted concentration of half-maximal effect; % is set by controls: 0 for no effect and ±100 for the full control effect; nearly all actives have a fitted effect of over 60% in size
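Luminescent ATP detection (Kinase-Glo Plus) follows a 60-minute room-temperature incubation, with wells lacking PGK as controls. Buffer: 100 mM TEA (pH 7.6), 5 mM MgCl2, 0.01% Tween-20. Coupling enzyme GAPDH (100 nM final) supplies unstable 1,3-BPG in-well.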
BLM helicase inh: blocks DNA unwinding by human BLM helicase | P54132 | recombinant BLM DNA unwinding, fluorescence dequenching | Potency, µM (top dose mostly 56.1 µM), for the others: top-dose activity change, negative = inhibition, actives largely listed as inhibitors | 0.2% of 350,000 active | AID 2528;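 note: potency is the fitted concentration of half-maximal effect; plate controls were vehicle for no effect and no enzyme for full effect; nearly all actives have a fitted effect of over 35% in size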
POLH inh: DNA polymerase eta (human) inhibition | Potency, µM (series often up to 114 µM), for the others: at the highest dose activity change, negative = inhibition, actives largely listed as inhibitors | 1.2% of 390,000 active | Q9Y253 | recombinant Pol eta, fluorescent DNA replication assay; note: potency is the fitted concentration of half-maximal effect; % is set by controls: 0 for no effect and ±100 for the full control effect
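Pol eta at 10 nM preincubated with compounds 15 min at room temperature; reaction started with fluorescent substrate (50 nM final) and read kinetically at 0 and 10 min.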
Anesthetic bind: candidate novel general anesthetic via apoferritin binding; P02791; apoferritin/1-aminoanthracene competitive binding, fluorescence; Potency, µM (doses to about 77.5 µM), inactives show at the top dose activity change, negative = displacement, actives largely listed as inhibitors; 0.074% of 350,000 active; note: potency is the fitted concentration of half-maximal effect; % is set by controls: 0 for no effect and ±100 for the full control effect; nearly all actives have a fitted effect of over 20% in size
Target sequence (P02791 2-175 limits assumed): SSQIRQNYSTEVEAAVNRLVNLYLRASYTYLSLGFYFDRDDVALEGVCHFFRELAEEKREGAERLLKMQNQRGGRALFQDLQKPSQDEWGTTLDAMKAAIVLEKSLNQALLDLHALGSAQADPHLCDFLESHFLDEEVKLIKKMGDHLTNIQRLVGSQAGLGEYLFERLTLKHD
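Horse-spleen apoferritin (10 uM) in 50% saturated 1-aminoanthracene in PBS was incubated 10 min at room temperature with compound. Fluorescence (ex 380, em 535 nm) was normalized to free and bound 1-AMA, with concentration-response fitted by a four-parameter Hill equation.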
POLI inh: DNA polymerase iota (human) inhibition | Pol iota fluorescent replication assay, 10 min | Potency, µM (top dose mostly 115 µM), for the others: at the highest dose activity, negative = inhibition, usual class: inhibitors | 1% of 390,000 active | AID 588590; note: potency is the fitted concentration of half-maximal effect
Target sequence (Q9UNA4 whole entry, looked up): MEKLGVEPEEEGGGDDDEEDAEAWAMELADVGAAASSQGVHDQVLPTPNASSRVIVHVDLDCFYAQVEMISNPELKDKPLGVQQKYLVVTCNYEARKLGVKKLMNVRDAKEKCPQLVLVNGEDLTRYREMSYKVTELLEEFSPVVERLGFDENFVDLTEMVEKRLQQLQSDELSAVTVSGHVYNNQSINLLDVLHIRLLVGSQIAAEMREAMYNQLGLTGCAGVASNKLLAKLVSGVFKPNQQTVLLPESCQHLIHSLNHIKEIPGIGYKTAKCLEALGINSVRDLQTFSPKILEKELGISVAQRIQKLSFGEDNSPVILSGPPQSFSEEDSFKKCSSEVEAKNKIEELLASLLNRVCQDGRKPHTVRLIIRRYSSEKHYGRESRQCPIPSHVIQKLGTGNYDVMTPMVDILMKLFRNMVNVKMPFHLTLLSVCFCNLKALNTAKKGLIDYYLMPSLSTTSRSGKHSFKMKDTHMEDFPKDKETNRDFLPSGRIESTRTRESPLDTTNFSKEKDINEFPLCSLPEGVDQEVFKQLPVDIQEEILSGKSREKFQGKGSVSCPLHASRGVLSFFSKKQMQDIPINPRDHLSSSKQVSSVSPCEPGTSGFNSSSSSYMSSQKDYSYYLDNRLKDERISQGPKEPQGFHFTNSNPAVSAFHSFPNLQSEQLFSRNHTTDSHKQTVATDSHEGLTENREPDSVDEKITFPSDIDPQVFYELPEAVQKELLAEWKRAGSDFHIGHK
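Fluorescent replication assay read twice, at 0 min and 10 min after adding 50 nM (final) substrate. Enzyme (10 nM) and compounds were first incubated 15 min at room temperature; enzyme-free buffer wells were negative controls.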
APEX1 inh: blocks human APE1 abasic DNA cleavage; P27695; recombinant APE1, TAMRA/BHQ-2 abasic DNA cleavage fluorescence; Potency, µM (doses to about 65.8 µM), without a hit: top-dose activity change, negative = inhibition, usual class: inhibitors; 0.35% of 350,000 active; AID 2517;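 note: potency is the fitted concentration of half-maximal effect; plate controls were vehicle for no effect and reference inhibitor for full effect; nearly all actives have a fitted effect of over 55% in size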
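Activity was derived from the fluorescence gain between first and third kinetic reads (60 s intervals, ex 525/em 598 nm) after 50 nM THF-abasic TAMRA/BHQ-2 duplex was added to 0.75 nM APE1 preincubated 15 min with compound.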
RXFP1 antag: blocks the human relaxin receptor RXFP1; Q9HBX9; HEK293-RXFP1, relaxin-stimulated cAMP HTRF, 30 min; hits give low values; activity change, negative = inhibition, % at 57.5 µM; 0.59% of 350,000 active; AID 1259400;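 active = activity change of -60% or lower, but not beyond a set lower limit; inconclusive = change between -60% and -40%, or beyond the set limit; inactive = change above -40%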; note: % is set by controls: 0 for no effect and ±100 for the full control effect
POLK inh: DNA polymerase kappa (human) inhibition; Q9UBT6; purified Pol kappa, fluorescent DNA synthesis assay, 10 min; Potency, µM (series often up to 107 µM), inactives show at the highest dose activity, negative = inhibition, most hits filed as inhibitors; 0.53% of 400,000 active; AID 588579; note: potency is the fitted concentration of half-maximal effect; % is set by controls: 0 for no effect and ±100 for the full control effect
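Kinetic fluorescence readout at 0 and 10 min followed reaction start with substrate at 50 nM final. Beforehand, enzyme (10 nM Pol kappa) stood 15 min with compound at room temperature; buffer-only wells were negative controls.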
Pol beta inh: blocks human DNA polymerase beta activity. Potency, µM (highest dose often 114 µM), without a hit: at the highest dose activity change, negative = inhibition, usual class: inhibitors. 1.3% of 340,000 active. Pol beta primer extension/strand displacement, fluorescence kinetic. P06746; note: potency is the fitted concentration of half-maximal effect; % is set by controls: 0 for no effect and ±100 for the full control effect
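Preincubation: enzyme (10 nM) with compound, 15 min, RT. Reaction: substrate added to 50 nM final. Reads: 0 and 10 min. Analysis: normalized, Hill fit.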
* marks the source's active call; other numbers are inactive results; i = inactive; ? = inconclusive; · = no result given; [ ] = dose if it differs, or a comment. Unless noted, calls come from the whole dose curve; as a rule, active = well fitted curve in the direction sought with a large enough effect; inconclusive = small, poorly fitted or top-dose-only effect, or another doubt; inactive = no such curve, though single readings can be large; an effect the other way counts as inactive or inconclusive.

SMILES	PGK inhibitor	BLM helicase inh	POLH inh	Anesthetic bind	POLI inh	APEX1 inh	RXFP1 antag	POLK inh	Pol beta inh
C/C(=C(\C#N)C(=O)NCCCN1CCOCC1)N(C)C	-6%	3%	-14%	-4%	7%	1%	-2	-2%	-1%
COc1ccc(NC(=O)c2cn3c(nc4ccccc43)c(C#N)c2C)cc1	-1%	-5%	-11%	6%	-29%	-4%	-2	-9%	-1%
CCN1CCN(c2nc(Nc3cccc(C)c3)nc(N)c2[N+](=O)[O-])CC1	4%	-4%	-24%	3%	159%[activator]	6%	-22	-9%	50%
COCCSc1nnc(NC(=O)C(C)(C)C)s1	1%	1%	-9%	-10%	-2%	-4%	-10	7%	27%
O=C(Cn1c(-c2cccs2)cc2cc(Cl)ccc21)N1CCN(c2ccccc2F)CC1	i	-7%	-20%	-4%	13%	·	2	-10%	?
COc1ccc(NC(=O)c2cc3c(=O)n(Cc4cccnc4)ccc3nc2C)cc1OC	-6%	0%	-16%	-7%	-6%	·	·	-3%[60.1 µM]	-10%
CCn1ncc(S(=O)(=O)N2CCN(c3cccc(OC)c3)CC2)c1C	-3%	0%	-4%	-9%	8%	12%	-3	-21%	2%
CCOC(=O)Cn1cnc2scc(-c3ccccc3)c2c1=O	-11%	0%	-9%	?	40%[activator]	14%	-14	3%	34%
O=C(Cc1c(F)cccc1Cl)NNC(=O)Nc1ccc2c(c1)OCO2	-1%	-1%	-8%	-7%	5%	-11%	-9	-13%	16%
N#CCCN(C(=O)COC(=O)CCC(=O)c1ccc(F)cc1)c1ccccc1	4%	·	-7%	·	-11%	18%	0	0%	·
Cc1ccc(-c2nnn(CC(=O)N(CC(=O)NC3CCCC3)c3cnc4ccccc4c3)n2)o1	6%	-1%	0%	-16%	11%	-2%	-6	4%	-26%
CC(C)(C)OC(=O)C[C@@H]1C/C=C\C[C@@H](CC(=O)N[C@@H](CO)Cc2ccccc2)C(=O)NCCOC1=O	-5%	·	0%	·	-9%	9%	·	-7%	·
CCOC(=O)c1ccc(N2CCN(c3ccccc3OC)CC2)c(NC(=O)Nc2ccc(CC)cc2)c1	-2%	-2%	-9%	-9%	5%	·	4	4%[60.1 µM]	-10%
Cn1c2ccccc2c2nnc(SCC(=O)NC3CC3)nc21	2%	1%	-10%	7%	62%[activator]	6%	6	-3%	19%
Cc1cc(Br)ccc1S(=O)(=O)NCc1ccccc1	i	-6%	0%	?	2%	11%	5	4%	17%
CCCCn1c(SCc2cc(=O)n3ccsc3n2)nc2cc(C(=O)OC)ccc2c1=O	·	-6%	·	-11%	·	1%	·	·	0%
CCN1CCN(C(c2cccs2)C(C)NC(=O)c2cccnc2)CC1 (stereo not drawn)	-8%	1%	-10%	-7%	12%	3%	-10	0%	2%
COc1cc(NC(=S)NC(=O)c2ccc(C)cc2C)ccc1NC(=O)c1cccs1	-3%	-2%	-16%	-6%	-5%	7%	-1	6%	2%
O=S(=O)(c1cccc(Cn2nnc(-c3ccc(F)cc3)n2)c1)N1CCOCC1	i	-6%	-8%	-7%	12%	15%	-5	-7%	-16%
Cn1c(=O)c2c(nc(CN3CCOCC3)n2CCc2ccccc2)n(C)c1=O	-2%	-7%	-12%	-10%	26%	-1%	-7	-8%	-1%
CC(C)CC(OC(=O)c1nsc(Cl)c1Cl)C(=O)NC1CCCC1 (stereo not drawn)	-1%	-2%	-5%	0%	31%[activator]	46%	-16	2%	2%
COc1ccc(CNc2ccc(-c3ccccc3OC)nn2)cc1	-7%	1%	0%	-3%	22%	-4%	-5	-23%	1%
CC(NC(=O)CCCn1cc([N+](=O)[O-])cn1)c1ccccc1 (stereo not drawn)	-7%	-9%	6%	-3%	129%[activator]	-2%	-13	-11%	14%
Cc1ccc(-n2c(=O)c3c(C)c(C(=O)N(C)C)sc3n(CC(=O)C(C)(C)C)c2=O)cc1C	i	-3%	-12%	6%	9%	·	-12	1%[60.1 µM]	-23%
CCOc1cc(/C=C/c2nc3ccccc3s2)ccc1OCC(=O)N1CCOCC1	i	2%	-20%	13%	?	4%	-27	-11%	18%
CCc1cc(=O)oc2c(C)c(OC(C)C(=O)NCCCN3CCOCC3)ccc12 (stereo not drawn)	i	-4%	-10%	-3%	28%	71%	-1	15%	-6%
COc1ccc(C2=NN(C(=O)c3ccco3)C(c3ccco3)C2)cc1OC (stereo not drawn)	i	-2%	-10%	7%	69%[activator]	34%[activator]	-23	5%	0%
Nc1c(Cl)ncnc1N/N=C/c1ccc(O)cc1	-24%	-11%	-13%	7%	17%	7%	1	-14%	-11%
CSc1oc(-c2cccs2)nc1S(=O)(=O)c1ccc(Br)cc1	3%	-8%	-14%	1%	1%	·	-10	2%	9%
CCOC(=O)C1(C)NC(c2ccc(OC)c(OC)c2)C2C(=O)N(CC)C(=O)C21 (stereo not drawn)	-6%	-4%	-17%	-13%	-7%	-1%	-3	0%	?
CCS(=O)(=O)CCSC1OC(COC(C)=O)C(OC(C)=O)C(OC(C)=O)C1OC(C)=O (stereo not drawn)	-10%	1%	-13%	-5%	8%	4%	-14	5%	5%
O=C(O)C1CCCCC1C(=O)Nc1ccc(S(=O)(=O)N2CCCC2)cc1 (stereo not drawn)	-4%	-3%	-19%	-6%	14%	-3%	-10	2%	26%
Cc1cc2nc3n(c2cc1C)CC1CC(C(=O)NCc2ccccc2)N(C)C31 (stereo not drawn)	i	·	-9%	·	0%	10%	·	8%	·
O=C(N[C@@H](Cc1ccccc1)C(=O)N1CCN(S(=O)(=O)c2ccccc2F)CC1)c1ccco1	6%	·	-7%	·	62%[activator]	23%	-9	-5%	·
CC1=C(C(=O)Nc2ccccc2)C(c2ccco2)n2ncnc2N1 (stereo not drawn)	·	3%	-9%	-1%	4%	0%	20	-11%	-2%
CC(C)c1ccc(NC(=O)Cn2cccc2C2=NC(c3ccccc3)CO2)cc1 (stereo not drawn)	2%	1%	-25%	-10%	10%	3%	·	-5%	-18%
COC(=O)CSc1nc(-c2ccccc2)c2c(c1C#N)CCCC2	4%	-8%	1%	-20%	0%	0%	-10	-9%	15%
CC1(c2ccc3c(c2)OCO3)NC(=O)N(CC(=O)Nc2ccccc2[N+](=O)[O-])C1=O (stereo not drawn)	i	·	-22%	·	20%	26%	10	-3%	·
Cc1csc(SCC(=O)Nc2cc(C(N)=O)cc(C(N)=O)c2)n1	-6%	·	6%	·	61%[activator]	-1%	-15	-7%	·
Cc1ccc(/C=C/C(=O)NCc2ccc(S(N)(=O)=O)cc2)o1	-5%	-6%	?	-7%	?	-1%	-7	-14%	-28%
COc1ccc(N/C(C)=C/C(=S)Nc2ccccc2)cc1	-10%	-7%	-4%	-12%	71%[activator]	-5%	2	-13%	-2%
CCCCCN(C(=O)COC(=O)c1ccc(Br)o1)c1c(N)n(CCCC)c(=O)[nH]c1=O	i	-7%	-8%	-20%	22%	6%	·	-6%	7%
COc1cc2c(cc1OC)[C@@H](NC(=O)CCC1CCCCC1)[C@H](O)C2	-5%	·	-12%	·	-16%	-19%	·	0%	·
Cc1ccc2c(c1)-c1c(c(C(=O)N3CCN(c4cc(C)ccc4C)CC3)nn1C)CS2	3%	-4%	6%	-9%	-8%	·	-15	-8%[60.1 µM]	3%
Cc1ccc2c(=O)cc(C(=O)Nc3ccc(S(=O)(=O)Nc4nc(C)cc(C)n4)cc3)oc2c1	-1%	-3%	-28%	-3%	?	·	-10	5%	?
Cc1ccc2nc(N3CC(=O)Nc4ccccc43)nc(-c3ccccc3)c2c1	i	-7%	-16%	-4%	51%[activator]	1%	-11	0%	11%
CCCn1c(SCC(=O)Nc2ccc(OC)cc2[N+](=O)[O-])n[nH]c1=O	-6%	-6%	-3%	-8%	156%[activator]	17%	3	-13%	12%
CCN(C(=O)COC(=O)c1ccc(OC)c(S(=O)(=O)N(C)Cc2ccccc2)c1)C1CCS(=O)(=O)C1 (stereo not drawn)	4%	·	5%	·	13%	-4%	15	-3%	·
COC(=O)c1ccc(COc2ccccc2[N+](=O)[O-])o1	i	6%	-7%	1%	33%[activator]	22%	2	9%	43%
CCOc1ccc(/C=N/n2c(SC)nnc(C(C)(C)C)c2=O)cc1	-4%	-2%	-16%	-14%	15%	-2%	-19	-2%	43%
COc1ccc(NS(=O)(=O)c2ccc(O)c([N+](=O)[O-])c2)cc1S(=O)(=O)N1CCCCC1	-7%	·	-21%	·	24%	24%	-2	-6%	·
CC(C)(C)NC(=O)CN(C(=O)c1csnn1)c1ccccc1-c1ccccc1	i	-3%	-8%	-12%	37%[activator]	0%	6	3%	37%
O=C(Nc1nonc1-c1ccc(Cl)cc1)c1ccccc1	-8%	-7%	-8%	-18%	21%	?	-22	-9%	-26%
Cc1cc(C)c(C(=O)N2CCCC(N3CCN(c4ccc(F)cc4)CC3)C2)o1 (stereo not drawn)	-10%	-4%	-18%	-4%	123%[activator]	59%	-12	-11%	1%

The list is partial; count on the stated rates, not on these rows.
